dFosB activator: activators of delta FosB homodimer, primary screen, biochemical, fluorescence polarization, TAMRA-CDK5 oligo, single point. Protein FosB (Mus musculus), P13346. purified delta FosB; percent of positive-control signal above neutral wells. activation, % at 25 µM. hit rate 0.99% among 340,000;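 active = mean activation above about 17%, with every replicate also reaching it, limit read from the data, passing the limit was not always enough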;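 note: fluorescence polarization rise as delta FosB binds a TAMRA Cdk5 AP-1 oligo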
PvdQ acylase: P. aeruginosa PvdQ acylase inhibitors, primary screen, biochemical, fluorescence, plate reader and imaging, single point. AID 488965, 2010. PvdQ acylase [Pseudomonas aeruginosa LESB58]. hit rate 0.063% among 340,000. purified PvdQ acylase. inhibition, % at 10 µM; in the data active = inhibition above about 30%, passing the limit was not always enough;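 note: 0% = vehicle neutral wells and 100% = reference inhibitor wells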
SR-BI DiI inh: inhibitors of SR-BI mediated HDL lipid uptake, primary screen, ldlA[mSR-BI] cells, fluorescence, single point; Scavenger receptor class B member 1 (Mus musculus), Q61009; ldlA[mSR-BI] CHO cells, DiI-HDL uptake fluorescence, 3 h; inhibition, % at 12.5 µM; hit rate 0.96% among 320,000;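 active = mean replicate inhibition of at least 70% and a set share of replicates each scoring 70 or more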;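 note: 0% = median of neutral control wells and 100% = median of positive control wells; values of inactives mirror those of a sister screen read the other way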
Target sequence (Q61009 whole entry, looked up): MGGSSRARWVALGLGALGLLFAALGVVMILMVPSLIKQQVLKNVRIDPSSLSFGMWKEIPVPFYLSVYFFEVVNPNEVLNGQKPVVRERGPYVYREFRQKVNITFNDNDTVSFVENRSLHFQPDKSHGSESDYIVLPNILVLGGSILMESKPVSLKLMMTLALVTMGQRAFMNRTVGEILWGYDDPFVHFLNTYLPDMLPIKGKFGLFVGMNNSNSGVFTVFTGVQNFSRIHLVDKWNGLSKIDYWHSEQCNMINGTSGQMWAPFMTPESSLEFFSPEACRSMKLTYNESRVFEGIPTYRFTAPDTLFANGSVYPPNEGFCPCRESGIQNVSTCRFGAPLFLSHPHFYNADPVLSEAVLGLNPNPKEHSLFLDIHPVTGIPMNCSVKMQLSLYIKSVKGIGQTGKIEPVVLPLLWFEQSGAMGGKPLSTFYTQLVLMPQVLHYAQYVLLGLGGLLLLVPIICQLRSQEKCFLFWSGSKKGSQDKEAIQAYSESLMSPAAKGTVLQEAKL
MITF act: activators of MITF-driven TRPM1 promoter reporter, primary screen, cell-based, SK-MEL-5, luciferase, single point; SK-MEL-5 TRPM1-promoter luciferase, 24 h; % of positive control, neutral wells = 0; hit rate 0.75% among 300,000; activation, % at 12.5 µM;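 active = mean activation of at least 80% with every replicate also reaching 80%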;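 note: 0% = neutral control wells and 100% = parthenolide positive control wells; values of inactives mirror those of a sister screen read the other way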
V-ATPase pHluor: regulators of yeast V-ATPase proton pumping, primary screen, pHLuorin cytosolic pH fluorescence; S. cerevisiae; response, % at 10 µM; hit rate 0.37% among 350,000; in the data active = response mostly above about 7.3%, no sharp cut-off; inactive = mostly below about 5.4%; note: actives read high; inactives centre near 0; some compounds called inactive have numbers as strong as hits; reference of the scale not given here
CDK5 p35 inh: inhibitors of human CDK5/p35 kinase, primary screen, biochemical, single concentration; Recombinant CDK5/p35, ADP-Glo luminescence, 60 min; inhibition, % at 10 µM; hit rate 0.01% among 330,000; AID 488839, 2010;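 active = highest replicate inhibition of at least 50% and at least 75% of replicates reaching 50%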;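 note: plate controls were DMSO neutral control for no effect and GW8510 at 10 µM for full effect; many of its hits are not listed in these tables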
HTR5A ag ctr: HTR5A agonists in luminescence cell assay, primary screen, counter-screen for OPRM1-OPRD1 heterodimer agonist project, full-deck HTS. 5-hydroxytryptamine receptor 5A (Homo sapiens), P47898. cell-based. activation, % at 9.3 µM. hit rate 0.61% among 340,000; in the data active = activation mostly above about 9.5%, no sharp cut-off; inactive = mostly below about 7.6%;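 note: 0% = cells with vehicle only and 100% = reference agonist; strong numbers were not always called active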
Target sequence (P47898 whole entry, looked up): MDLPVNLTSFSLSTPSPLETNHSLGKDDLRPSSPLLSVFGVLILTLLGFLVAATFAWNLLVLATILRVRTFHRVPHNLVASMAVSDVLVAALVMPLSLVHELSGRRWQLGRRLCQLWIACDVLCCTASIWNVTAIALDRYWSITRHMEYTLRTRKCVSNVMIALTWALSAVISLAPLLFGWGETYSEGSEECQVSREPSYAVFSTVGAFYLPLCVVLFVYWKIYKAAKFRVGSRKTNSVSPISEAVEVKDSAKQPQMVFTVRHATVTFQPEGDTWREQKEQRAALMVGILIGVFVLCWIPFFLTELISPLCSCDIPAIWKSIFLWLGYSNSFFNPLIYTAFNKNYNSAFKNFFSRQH
Wnt bcat act: Wnt/beta-catenin pathway activators, primary screen, cell-based, plate reader, single point; AID 743398, 2014; Wnt/beta-catenin reporter cell assay, activator; activation, % at 9.35 µM; hit rate 1.2% among 300,000; in the data active = activation above about 30%, passing the limit was not always enough;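 note: 0% = neutral control wells and 100% = positive control wells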
NSD2 inh: NSD2 histone methyltransferase inhibitors, primary screen, biochemical, AlphaScreen, single concentration, set 2 | hit rate 0.54% among 310,000 | inhibition, % at 12.5 µM | NSD2 peptide methylation, 120 min | AID 743445, 2014; in the data active = inhibition above about 50%
HTR5A inv ag: HTR5A inverse agonists in luminescence cell assay, primary screen, counter-screen for OPRM1-OPRD1 heterodimer inverse agonist project, full-deck HTS; 5-hydroxytryptamine receptor 5A (Homo sapiens), P47898; HTR5A cell line, inverse agonism; inhibition, % at 9.3 µM; hit rate 0.083% among 340,000; AID 504634, 2011; in the data active = inhibition mostly above about 23%, no sharp cut-off; inactive = mostly below about 18%;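 note: 0% = cells with DMSO and 100% = no-cell wells with DMSO; some compounds called inactive have numbers as strong as hits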
Active calls of the source: *; . = not tested or not shown.

SMILES	dFosB activator	PvdQ acylase	SR-BI DiI inh	MITF act	V-ATPase pHluor	CDK5 p35 inh	HTR5A ag ctr	Wnt bcat act	NSD2 inh	HTR5A inv ag
COc1ccc(C2C(C)C3(O)CC(C#N)(C(=O)N3)C2(C#N)C#N)cc1 (centres undefined)	7	-3	-14	.	0	1.4	10	0	1	-29
O=C(COc1cccnc1[N+](=O)[O-])N1N=C(c2ccc(Cl)cc2)CC1c1ccco1 (centres undefined)	-3	-8	8	-9	-1	1.4	2	-2	1	-7
Cc1cc(=O)n(C)c(=O)n1CC(=O)N1CCCCCC1	3	-8	-30	-3	5	0.2	1	-8	-2	4
CCCCn1nnc(NC(=O)CCC)n1	8	3	-9	-8	1	0.9	3	-8	-3	-17
Cc1ccc2nc(COC(=O)c3cnccn3)cc(=O)n2c1	-2	-1	5	-4	0	0.8	3	0	13	4
CCOC(=O)N1CCN(C(=O)c2ccc(Cl)nc2)CC1	1	-1	0	-6	-2	-1.6	-3	1	0	-25
COc1ccc(/C=N/NC(=O)c2nn(-c3ccc(Cl)cc3)c(=O)c3c(N)scc23)cc1	-11	5	26	.	2	2.9	-1	.	2	2
CCCCN(CC(=O)NC(C)(C)C)C(=O)C(=O)Nc1ccc2c(c1)OCCO2	-1	-6	-2	4	1	1.1	1	-1	-3	-22
CC1CCN(CCC(=O)NN)CC1	3	2	-24	6	0	1.1	5	-2	0	-14
Cc1cccc(N(C)C(=O)c2cc(S(=O)(=O)N3CCCCC3)c[nH]2)c1	-7	-16	-23	1	-4	-0.6	7	0	.	-21
NC(=O)/C=C\c1cn(-c2ccccc2)nc1-c1ccc2c(c1)OCCO2	-29	6	16	10	1	.	2	0	0	0
O=C(O)/C=C/c1cccnc1	1	-3	-9	5	-2	0.0	2	14	-142	-6
COc1cc(S(=O)(=O)N2CCN(c3ccccc3)CC2)ccc1Cl	2	-13	19	10	0	1.7	-3	0	-2	12
CC1CCCCN1S(=O)(=O)c1cccc2nonc12 (centres undefined)	-2	-13	-2	-1	-3	2.1	7	-2	-3	-18
C[C@H](CO)N1C[C@H](C)[C@@H](CN(C)C(=O)Nc2ccc(C(F)(F)F)cc2)Oc2ccc(NC(=O)c3ccncc3)cc2C1=O	-16	-12	22	-7	2	-2.2	-1	-10	.	-2
CC(C)OCCCNC(=O)c1cc(-c2cccs2)nc2ccccc12	-16	-18	35	.	1	1.5	3	5	0	-10
CCOC(=O)c1cnc2ccc(OCC)cc2c1N(C)Cc1ccccc1	-3	-6	53	-5	0	0.5	1	.	-1	-7
CCOC(=O)Nc1cc(C(=O)OC)ccc1C	-11	8	-3	.	-10	0.9	6	-4	119*	-7
Nc1nnc(SCc2ccc([N+](=O)[O-])cc2)s1	-6	-13	-13	4	-3	-0.4	1	0	-2	-2
COC(=O)c1ccc2c(c1)NC(=O)C(N1CCOCC1)S2 (centres undefined)	2	2	-21	-2	-1	-0.9	-1	2	-2	-16
CC1CC(CC(=O)NNc2nc(-c3ccccc3)cs2)C(=O)O1 (centres undefined)	-2	-14	-11	1	-1	-0.3	1	-1	0	-2
CC1CCCCC1N=CC1=C(O)CC(C)(C)CC1=O (centres undefined)	-3	-2	-4	5	.	-1.2	-2	-3	-2	14
COc1ccc(CC(NC(C)=O)C(=O)NC2CCN(C(=O)Nc3ccc(C#N)cc3)CC2)cc1OC (centres undefined)	-8	-10	-23	3	3	0.6	0	-1	2	6
C=CCn1cnc2c(nnn2-c2cc(C)cc(C)c2)c1=O	-9	-11	25	-2	1	1.2	-4	-2	0	-27
O=C1OCc2ccc(NC(=O)c3c(F)cccc3Cl)cc21	-6	-10	12	12	-4	-0.3	1	2	18	-8
Cn1cccc1CNCC(O)c1ccccc1 (centres undefined)	-7	14	-18	-6	1	1.3	6	4	0	-16
O=S1(=O)C=CC(N2CCOCC2)C1 (centres undefined)	1	-11	-3	8	2	0.3	0	-5	-1	0
O=c1c2ccccc2nc(-c2ccccc2)n1/N=C/c1ccc([N+](=O)[O-])cc1	-1	-8	6	-7	2	0.7	3	2	-3	10
Cc1nnc(NC(=O)CSc2ccc([N+](=O)[O-])cn2)s1	3	-2	-20	-5	2	0.6	0	-2	-2	14
COC(CNC(=O)c1cc(-c2ccncc2)nc2ccc(S(=O)(=O)N3CCOCC3)cc12)OC	-1	-12	-19	-15	1	0.2	1	-3	-2	-9
FC(F)(F)c1cc(-c2cccs2)n[nH]1	1	-8	14	3	-4	-0.4	-4	2	0	-13
COc1ccc(Cl)cc1C(=O)Nc1cccc(-c2ccc3nncn3n2)c1	-27	8	.	13	3	0.3	9	1	4	-6
O=C(Nc1ccc(S(=O)(=O)Nc2ccccc2F)cc1)N1CCCCC1	0	-12	-6	-3	1	1.1	4	2	1	-31
CC(=O)c1cc2c(O)c(O)ccc2o1	1	-6	-17	-16	6	-0.4	-2	-10	0	-3
Cc1ccc(-c2nnc(N(C)C(=O)c3ccncc3)s2)cn1	-9	5	-10	34	-4	0.3	6	3	-6	-4
COc1c2ccoc2c(OCC=C(C)C)c2oc(=O)ccc12	4	-8	4	3	-1	-0.2	5	4	.	3
Cc1cccc(NC(=O)c2cc(S(=O)(=O)NCc3ccco3)ccc2F)c1C	0	-9	-3	13	0	1.7	1	2	.	-4
COc1cc(OC)c(OC)cc1/C=C/c1cc(C(=O)O)c2ccccc2n1	-5	-1	.	10	-2	1.3	-4	2	-1	0
COc1ccc(Cl)cc1N(CC(=O)N1CCN(Cc2ccccc2)CC1)S(C)(=O)=O	2	3	-18	-9	-4	0.8	2	-2	-3	-5
CC1CCN(CCOCCOc2ccc(Br)cc2Cl)CC1	0	-1	7	-1	-6	-3.6	0	-8	1	7
CN1C/C(=C\c2ccc(N3CCOCC3)cc2)C(=O)/C(=C/c2ccc(N3CCOCC3)cc2)C1	-11	4	-53	-31	0	1.0	-6	.	10	24
Cc1cccc(Nc2ncnc3onc(-c4ccc(F)cc4)c23)c1C	-4	-6	20	-3	0	0.3	14	-2	.	-41
CCc1ccc(C(CNc2nc(C(F)(F)F)nc3ccccc23)N(C)C)cc1 (centres undefined)	-6	-3	.	.	-4	0.6	4	-5	-1	-12
Cc1cc(NC(=O)CSc2nnc(C3CC3)n2N)c([N+](=O)[O-])cc1C	-7	-11	6	-8	-1	0.8	-3	1	3	-29
O=C(NCC1CCCO1)C1CCN(S(=O)(=O)c2cccc3cccnc23)CC1 (centres undefined)	-2	-16	5	-4	0	-0.8	3	-6	.	-10
Cc1nn(C)c(C)c1S(=O)(=O)N1CCCC(C(=O)NCC2COc3ccccc3O2)C1 (centres undefined)	-3	-12	10	.	-2	0.1	-5	-5	.	15
COc1ccc(C2Nc3ccccc3NC3=C2C(=O)CC(C)(C)C3)cc1O (centres undefined)	-11	9	-17	3	3	0.2	1	5	17	-3
CCOCCCNS(=O)(=O)c1ccc(NC(=O)c2ccc([N+](=O)[O-])cc2Cl)cc1	-4	-6	44	-1	2	-1.5	3	.	-2	-11
O=C(O)c1ccc2[nH]c3c(c2c1)CSCC3	3	-9	-22	2	4	1.0	-3	.	.	-27
Cc1c(OC(C)C(=O)NCCCN2CCOCC2)ccc2c3c(c(=O)oc12)CCCC3 (centres undefined)	-13	1	5	-1	-1	0.1	-1	-3	3	-3
CCOC(=O)c1c(C)[nH]c(C(=O)CN(C)CC(=O)Nc2ccccc2C(F)(F)F)c1C	-20	-10	-12	-3	1	-2.6	1	-1	2	-3
O=C(NCc1ccccc1)N(Cc1cc2cc3c(cc2[nH]c1=O)OCCO3)CC1CCCO1 (centres undefined)	-8	-7	-20	19	-4	-0.7	3	-4	1	-7
CCOC(=O)N1CCN(C(=O)C(NC(=O)c2ccc(CC)cc2)C(C)C)CC1 (centres undefined)	-4	6	14	-16	-2	-0.4	3	-6	-1	-13
CN1CCN(C(=O)C2=C[C@@H](C(C)(C)C)C[C@@H](OCc3ccc(CO)cc3)O2)CC1	3	-19	-39	3	2	-0.4	-3	-1	.	9
CCN(CC)S(=O)(=O)c1cccc(C(=O)NCc2ccccc2)c1	-2	-11	7	-9	1	0.7	-3	-2	1	-33
CCCC(=O)Nc1nc2ccc(S(=O)(=O)N3CCCCC3)cc2s1	-2	-11	8	-15	0	0.0	7	-3	.	-19
O=C(O)c1ccc(OCc2cn3ccccc3n2)cc1	2	-2	-14	-7	-2	-0.2	-2	7	4	5
CN(C)CCNC(=O)c1scc2c1CCCC2	0	0	.	18	2	0.5	1	0	7	35
N=c1n(Cc2ccc(Cl)cc2)c2ccccc2n1CC(O)COc1ccccc1 (centres undefined)	6	9	35	-94	1	2.3	14*	-1	15	-41

Structural class, those above containing fluorine
SMILES	dFosB activator	PvdQ acylase	SR-BI DiI inh	MITF act	V-ATPase pHluor	CDK5 p35 inh	HTR5A ag ctr	Wnt bcat act	NSD2 inh	HTR5A inv ag
C[C@H](CO)N1C[C@H](C)[C@@H](CN(C)C(=O)Nc2ccc(C(F)(F)F)cc2)Oc2ccc(NC(=O)c3ccncc3)cc2C1=O	-16	-12	22	-7	2	-2.2	-1	-10	.	-2
O=C1OCc2ccc(NC(=O)c3c(F)cccc3Cl)cc21	-6	-10	12	12	-4	-0.3	1	2	18	-8
FC(F)(F)c1cc(-c2cccs2)n[nH]1	1	-8	14	3	-4	-0.4	-4	2	0	-13
O=C(Nc1ccc(S(=O)(=O)Nc2ccccc2F)cc1)N1CCCCC1	0	-12	-6	-3	1	1.1	4	2	1	-31
Cc1cccc(NC(=O)c2cc(S(=O)(=O)NCc3ccco3)ccc2F)c1C	0	-9	-3	13	0	1.7	1	2	.	-4
Cc1cccc(Nc2ncnc3onc(-c4ccc(F)cc4)c23)c1C	-4	-6	20	-3	0	0.3	14	-2	.	-41
CCc1ccc(C(CNc2nc(C(F)(F)F)nc3ccccc23)N(C)C)cc1 (centres undefined)	-6	-3	.	.	-4	0.6	4	-5	-1	-12
CCOC(=O)c1c(C)[nH]c(C(=O)CN(C)CC(=O)Nc2ccccc2C(F)(F)F)c1C	-20	-10	-12	-3	1	-2.6	1	-1	2	-3

Screening results as filed in PubChem.
